KCNH2 3.1 block = inhibitors of human KCNH2 3.1 potassium channel isoform; U2OS KCNH2 3.1, thallium flux FluxOr; stronger effect = lower value; 340,000 tested, 0.95% active; activity change, % (tested at about 1.8 µM); AID 720553;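 active = maximum activity change below -70%; inconclusive = maximum activity change from -70% to -50%; inactive = maximum activity change above -50%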;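 also: thallium influx rate constant from kinetic fluorescence after stimulation buffer; % is scaled to controls: 0 for no effect and ±100 for the full control effect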
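FluxOr-based Tl+ influx in U2OS cells transduced with KCNH2 3.1 virus; rate constants normalized to DMSO controls.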
FLuc modulator = firefly luciferase modulation, counter-screen for miR-21 project. 360,000 tested, 6.9% active. P08659. purified FLuc, Km substrates, luminescence inhibition. Potency, µM (doses to about 57.5 µM), for the others: top-dose activity change, negative = inhibition, actives largely listed as inhibitors;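 also: potency is read from the fitted curve at half-maximal effect; plate controls were vehicle for no effect and reference inhibitor for full effect; nearly all actives have a fitted effect of over 55% in size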
Target sequence (P08659 whole entry, looked up): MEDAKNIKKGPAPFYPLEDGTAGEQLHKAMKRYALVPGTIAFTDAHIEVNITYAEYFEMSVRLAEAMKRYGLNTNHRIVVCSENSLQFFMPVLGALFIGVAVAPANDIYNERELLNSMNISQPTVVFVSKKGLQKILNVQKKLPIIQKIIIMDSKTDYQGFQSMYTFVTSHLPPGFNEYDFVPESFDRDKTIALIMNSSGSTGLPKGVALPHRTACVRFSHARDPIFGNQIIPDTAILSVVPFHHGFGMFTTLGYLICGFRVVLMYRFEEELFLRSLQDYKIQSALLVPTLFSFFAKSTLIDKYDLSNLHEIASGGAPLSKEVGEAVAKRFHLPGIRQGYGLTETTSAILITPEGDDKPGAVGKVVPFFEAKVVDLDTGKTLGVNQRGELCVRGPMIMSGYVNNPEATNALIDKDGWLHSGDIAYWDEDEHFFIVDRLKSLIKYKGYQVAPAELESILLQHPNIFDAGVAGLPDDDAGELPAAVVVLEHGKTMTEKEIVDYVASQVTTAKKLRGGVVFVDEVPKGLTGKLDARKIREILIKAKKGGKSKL
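Purified P. pyralis luciferase, 10 nM final, with Km-level 10 uM D-luciferin and 10 uM ATP in 50 mM Tris acetate pH 7.5, 10 mM Mg acetate, 0.01% Tween-20, 0.05% BSA; 6-point qHTS titration about 60 µM downward; luminescence read.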
NPC1 prom act = activates the NPC1 promoter. Huh7 NPC1 promoter luciferase reporter, 24 h. AID 485313. 320,000 tested, 2.4% active. Potency, µM (top dose mostly 9.22 µM), without a hit: top-dose activation, usual class: activators;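 also: potency is read from the fitted curve at half-maximal effect; % of control where 0% means no effect; nearly all actives have a fitted effect of over 60% in size; reporter is driven by a mutant NPC1 promoter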
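Huh7 cells stably carrying NPC1 promoter–luciferase, plated in Opti-MEM with 10% FBS for 2 h, were exposed to compound in DMSO for 24 h at 37 °C; luciferase reagent was added for 10 min and luminescence read.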
uPA generation = blocks generation of uPA at the cell surface; cell surface uPA generation assay, qHTS; Potency, µM (doses to about 38.3 µM), without a hit: top-dose activity change, negative = inhibition, most hits filed as inhibitors; 330,000 tested, 0.31% active; active = well fitted inhibition curve with a large enough effect; inconclusive = small, poorly fitted or top-dose-only effect; inactive = no such curve, though single readings can be large or run the other way; tested in mouse RAW 264.7 cells; also: potency is read from the fitted curve at half-maximal effect; % is scaled to controls: 0 for no effect and ±100 for the full control effect; nearly all actives have a fitted effect of over 55% in size
Tb PFK block = blocks T. brucei phosphofructokinase; T. brucei PFK, ADP-Glo luminescence; 330,000 tested, 0.17% active; Potency, µM (highest dose often 57.5 µM), inactives show top-dose activity, negative = inhibition, most hits filed as inhibitors; O15648;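 also: potency is read from the fitted curve at half-maximal effect; 0% = uninhibited 1x PFK enzyme wells and -100% = no-enzyme wells; nearly all actives have a fitted effect of over 60% in size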
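Activity is normalized to no-enzyme wells (full inhibition) and 1.25 nM enzyme wells (no inhibition). Reaction: 0.5 mM F6P, 0.1 mM ATP, 45 min RT, ADP-Glo luminescence; concentration-response curves fitted and classed by quality.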
VP16 counter = inhibits Gal4-VP16 luciferase reporter, ROR gamma counter-screen; Drosophila S2 Gal4-VP16 UAS-luciferase, luminescence, 20 h; Potency, µM (series often up to 53.6 µM), for inactives: at the top dose activity, negative = inhibition, actives largely listed as inhibitors; 310,000 tested, 3.5% active;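 also: Gal4-VP16 expression switched on by copper sulfate through the metallothionein promoter; potency is read from the fitted curve at half-maximal effect; % is scaled to controls: 0 for no effect and ±100 for the full control effect; nearly all actives have a fitted effect of over 50% in size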
Rab9 promoter act = activates the Rab9 promoter | Huh7 Rab9 promoter-luciferase reporter, luminescence, 24 h | Potency, µM (top dose mostly 9.22 µM), without a hit: at the highest dose activation, negative = inhibition, actives largely listed as activators | 320,000 tested, 2.8% active | AID 485297; also: potency is read from the fitted curve at half-maximal effect; % of control where 0% means no effect; nearly all actives have a fitted effect of over 60% in size
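Promoter activation is measured as luciferase luminescence in Huh7 cells stably transfected with a Rab9 promoter–luciferase construct, following 24 h compound exposure at 37 °C and 10 min reagent incubation at ambient temperature.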
ELG1 genotoxic = genotoxicity induction in ELG1-luciferase HEK293T cells; Potency, µM (series often up to 46 µM), for inactives: at the top dose activity change, positive = activation, actives largely listed as activators; HEK293T ELG1-luciferase reporter, luminescence, 16 h; 330,000 tested, 1.3% active; also: potency is read from the fitted curve at half-maximal effect; % of control where 0% means no effect; nearly all actives have a fitted effect of over 60% in size
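HEK293T cells expressing luciferase-tagged ELG1 were exposed to compound or DMSO vehicle for 16 hr at 37 °C and 5% CO2. Luciferase activity was then measured with ONE-Glo after 30 min at room temperature.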
RORgamma inh = blocks mouse ROR gamma transcriptional activity; 310,000 tested, 5.4% active; P51450; Potency, µM (highest dose often 53.6 µM), for the others: at the highest dose activity change, negative = inhibition, most hits filed as inhibitors; Drosophila S2 Gal4-RORgamma UAS-luciferase reporter, 20 h; also: potency is read from the fitted curve at half-maximal effect; % is scaled to controls: 0 for no effect and ±100 for the full control effect; nearly all actives have a fitted effect of over 60% in size
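Luciferase reporter read in Schneider cells carrying Gal4-RORγ (mouse) and UAS-Photinus luciferase; cells given compound 1 h before 700 uM copper sulfate induction, then incubated 20 h at ambient temperature.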
Giardia kill = Giardia lamblia killing; activity change, % at 7.66 µM, hits read low; 340,000 tested, 0.15% active; Giardia lamblia trophozoite viability; in the data active = activity change below about -80%; inconclusive = between about -30% and that limit;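 also: parasites exposed to compound for two days anaerobically before the ATP read; % is scaled to controls: 0 for no effect and ±100 for the full control effect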
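ATP-content bioluminescence gauges trophozoite survival. Cells (100/well) receive compound and incubate anaerobically for 48 hrs at 37 deg C; detection reagent follows for 15-30 min at room temperature.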
Coupling enz = coupling enzyme interference in Giardia aldolase counter-screen | coupling enzyme system counterscreen, AmpLite Red fluorescence | 290,000 tested, 0.67% active | activity change, negative = inhibition, % at 58.2 µM, hits read low; in the data active = activity change below about -30%; also: % is scaled to controls: 0 for no effect and ±100 for the full control effect
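First, compound is pin-transferred into glyceraldehyde-3-phosphate coupling-enzyme reagent at 57.5 uM final and held 10 min at RT. Next, substrate, coupling system and AmpLite Red are added. After 20 min RT, fluorescence (525/598 nm) is read.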
The depositor's hits bear a star; ? = inconclusive; / = not tested or not shown; & = joins results of further samples. Unless noted, calls follow the shape of the dose curve; as a rule, active = well fitted curve in the direction sought with a large enough effect; inconclusive = small, poorly fitted or top-dose-only effect, or another doubt; inactive = no such curve, though single readings can be large; an effect the other way counts as inactive or inconclusive.

SMILES,KCNH2 3.1 block,FLuc modulator,NPC1 prom act,uPA generation,Tb PFK block,VP16 counter,Rab9 promoter act,ELG1 genotoxic,RORgamma inh,Giardia kill,Coupling enz
Cc1cc(-c2ccccc2)nc(N(C)NC(=O)C(C)(C)C)c1S(C)(=O)=O,32,2%,0%,4%,-1%,28%,-4%,0%,22%,-19,-2
CCCCCC(O)(CCN1CCCCC1)c1ccc(OCC)cc1 (centres undefined),-114*,-3%,-2%,-4%,-5%,-2%,-5%,-3%,-5%,1,1
CCOC(=O)CCC(NC(=O)c1ccccc1C(=O)NC(CCC(=O)OCC)C(=O)OCC)C(=O)OCC (centres undefined),-6,4%,-4%,-1%,2%,-8%,1%,1%,-9%,-18,0
COc1ccc(N2CCN(C(=O)CCCCn3c(=O)[nH]c4ccsc4c3=O)CC2)cc1,-7,6%&-5%,-2%,0%,2%,-6%,2%,-5%,7%,-29,0
CCCCn1c(N)c(N(CCC(C)C)C(=O)c2c(C)noc2C)c(=O)[nH]c1=O,6,8%,-3%,-3%,0%,/,0%,1%,/,1,/
Cc1cc(Nc2ccc(Br)cc2F)n2ncnc2n1,10,3%,0%,-6%,0%,-12%,-7%,-3%,?,-24,5
CC(C)C(NC(=O)c1ccc(F)cc1)C(=O)N1CCC1 (centres undefined),-7,0%,-1%,?,-4%,/,-6%,-3%,/,-7,/
NC1=NC(=O)/C(=C\c2ccc(-c3ccc(Cl)cc3)o2)S1,8,-17%,15%,-2%,-2%,-11%,1%,17%,-29%,?,0
COc1ccc(NC(=O)C2CCCN(S(C)(=O)=O)C2)c(OC)c1 (centres undefined),1,-2%,-1%,3%,-4%,-5%,0%,2%,-16%,-4,0
O=C(NCCCN1CCCC1=O)Nc1ccccc1Cl,11,-1%,-4%,1%,-7%,-11%,-3%,-2%,-12%,-29,/
O=C(NC1=NCCCCC1)c1cccc2ccccc12,12,?,-4%,5%,-1%,-25%,-2%,-1%,0%,0,-1
CCCNC(=O)CSc1nnc(-c2ccco2)n1C,37,7%,1%,-2%,-6%,2%,-10%,1%,-12%,19,4
Cc1ccccc1OCC(=O)Nc1ccc2c(c1)C(=O)N(CCC(=O)O)C2=O,-14,?,0%,-2%,-10%,1%,1%,9%,24%,-6,/
O=C(/C(=C/c1ccccc1)n1cncn1)c1ccc(Cl)cc1Cl,2,-10%,-1%,-1%,-1%,?,0%,16%,24%,1,1
C=CC(=O)NC(NC(=O)C=C)c1ccccc1F,0,-2%,-8%,3%,2%,13%,-17%,4%,0%,-10,2
Nc1ccc(-c2ccc(N)c([N+](=O)[O-])c2)cc1[N+](=O)[O-],16,3%,-8%,-7%,-3%,-3%,15%,7%,22%,-5,1
C/C(N)=C(/C#N)C(=O)COC(=O)c1cc(-c2cccc3ccccc23)nc2ccccc12,-7,-13%,-3%,-3%,1%,1%,0%,-4%,11%,-9,2
N#Cc1ccsc1NC(=O)CN1CCCCC1,2,-5%,5%,-1%,-3%,-15%,6%,-1%,-7%,2,-21
O=C(c1cn(-c2ccccc2)nc1-c1cccc([N+](=O)[O-])c1)N1CCCCC1,-6,-9%,-4%,-3%,-4%,-1%,-7%,-13%,23%,13,-8
COC(=O)c1sc2nc3c(c(-c4cccs4)c2c1N)CCCC3,-5,-3%,-4%,1%,-2%,-1%,-4%,-2%,16%,1,3
O=C(O)CC/C(=N\Nc1ccccc1[N+](=O)[O-])c1cccs1,-10,?,-4%,-7%,2%,-1%,2%,0%,-31%,-18,9
O=C(CCCCCN1C(=O)[C@@H]2Cc3ccccc3CN2C1=O)NCCc1ccccc1,-22,2%,-9%,-2%,-1%,1%,2%,-1%,15%,8,/
CCOc1ccc(NCc2cccn2-c2nnc(N3CCC(C(=O)NCCCN4CCCCC4C)CC3)s2)cc1 (centres undefined),-21,-4%,0%,-26%,3%,-4%,0%,2%,4%,11,-1
Cn1c(Oc2ccccc2NCc2cc(Br)ccc2O)cc(=O)n(C)c1=O,-1,0%,3%,-4%,?,?,-4%,-11%,?,-1,-2
CN(C)c1ccc(CC2C(=O)Nc3ccccc32)cc1 (centres undefined),-7,-19%,-2%,0%,-8%,13%,17%,?,17%,7,-39*
Cc1ccccc1Cn1c(Cc2ccccc2)nc2ccccc21,-12,-1%,1%,-4%,1%,?,-2%,-2%,5.6µM*,5,3
CCOC(=O)Cc1csc(NC(=O)Nc2ccc(C)cc2)n1,-1,3µM*,17%,0%,1%,-21%,21%,0%,10%,-16,1
Cc1oc(/N=C/c2c(O)ccc3ccccc23)c(C#N)c1C,/,2%,1%,/,-10%,-12%,5%,9%,?,/,-30*
COc1ccc(OCC(O)CNC(=O)Nc2cccc3ccccc23)cc1 (centres undefined),24,-8%,-6%,2%,-3%,-8%,0%,-5%,17%,29,-1
CCc1cccc2c(C(=O)COC(=O)/C=C/c3ccc(O)c(OC)c3)c[nH]c12,2,?,-2%,8%,-1%,-9%,0%,-2%,?,8,-2

A different layout for 2 compounds above.
canonical_smiles: CCCNC(=O)CSc1nnc(-c2ccco2)n1C
  KCNH2 3.1 block: 37
  FLuc modulator: 7%
  NPC1 prom act: 1%
  uPA generation: -2%
  Tb PFK block: -6%
  VP16 counter: 2%
  Rab9 promoter act: -10%
  ELG1 genotoxic: 1%
  RORgamma inh: -12%
  Giardia kill: 19
  Coupling enz: 4
canonical_smiles: Cc1cc(Nc2ccc(Br)cc2F)n2ncnc2n1
  KCNH2 3.1 block: 10
  FLuc modulator: 3%
  NPC1 prom act: 0%
  uPA generation: -6%
  Tb PFK block: 0%
  VP16 counter: -12%
  Rab9 promoter act: -7%
  ELG1 genotoxic: -3%
  RORgamma inh: ?
  Giardia kill: -24
  Coupling enz: 5

Next records
SMILES,KCNH2 3.1 block,FLuc modulator,NPC1 prom act,uPA generation,Tb PFK block,VP16 counter,Rab9 promoter act,ELG1 genotoxic,RORgamma inh,Giardia kill,Coupling enz
O=c1oc2cc(OCc3c(F)c(F)c(F)c(F)c3F)ccc2cc1-c1ccccn1,2,-1%,3%,2%,-6%,-5%,4%,7%,-10%,?,1
CC(=O)c1c(COC(=O)c2ccco2)nc2ccccc2[n+]1[O-],-2,6%,2%,7%,-26%,7%,6%,2%,-1%,?,1
CCSc1nnc(NC(=O)Cc2ccc(OC)c(S(=O)(=O)N3CCOCC3)c2)s1,17,5%,-7%,-2%,8%,-7%,-7%,-2%,-22%,1,2
COC(=O)C(NS(=O)(=O)c1cccc(S(=O)(=O)NC(C(=O)OC)c2ccccc2)c1)c1ccccc1 (centres undefined),-18,17%,-3%,-4%,3%,-11%,3%,0%,31%,-7,4
O=C(CN(c1ccc(F)cc1)S(=O)(=O)c1ccc2c(c1)OCCO2)Nc1ccccc1,-29,0%,11%,0%,4%,-6%,-2%,-6%,26%,0,5

Limited to NPC1 prom act, for some of the entries so far:
molecule	NPC1 prom act
O=C(/C(=C/c1ccccc1)n1cncn1)c1ccc(Cl)cc1Cl	-1%
C=CC(=O)NC(NC(=O)C=C)c1ccccc1F	-8%
Nc1ccc(-c2ccc(N)c([N+](=O)[O-])c2)cc1[N+](=O)[O-]	-8%

Assay outcomes deposited in PubChem BioAssay by National Center for Advancing Translational Sciences (NCATS).

Rows are unselected (roughly 14% active in at least one column).
